# Screens as filed in PubChem BioAssay.
# Giardia killer: Small Molecules that selectively kill Giardia lamblia: qHTS; Giardia lamblia trophozoite viability; activity change, % at 7.66 µM, hits read low; 340,000 compounds, 0.15% hits; AID 540267, 2011; in the data active = activity change below about -80%; inconclusive = between about -30% and that limit;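 note: parasites exposed to compound for two days anaerobically before the ATP read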
#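 Luminescent ATP signal served as the viability read-out, measured 15-30 min after adding ATP detection reagent to trophozoites that had been incubated with compounds for 48 hrs at 37 deg C anaerobically at 100 cells/well.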
# Chronic BCR inh: qHTS Assay to Find Inhibitors of Chronic Active B-Cell Receptor Signaling | Potency, µM (titrated, usually from 46.1 µM), for inactives: at the top dose ratio change, negative = lower green/red ratio, actives largely listed as inhibitors | ABC-DLBCL IkBa-CBG/CBR reporter, luminescence ratio, 4 h | AID 493014, 2011 | 340,000 compounds, 0.05% hits; active = well fitted inhibition curve with a large enough effect in the signal ratio, with a control signal flat, not every such curve was filed as active; inconclusive = small, poorly fitted or top-dose-only effect, or effect the other way, or a change in a side signal; the % refers to the signal ratio;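 note: potency is the fitted concentration of half-maximal effect; plate controls were basal doxycycline-induced cells for no effect and cells given 10 µM MG132 for full effect; MG132 reads +100%, hits lower the ratio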
#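 Doxycycline induced both beetle luciferases in TMD8 lymphoma cells; IKK-driven degradation limits the IkappaBalpha-fused green signal, while red luminescence normalises for cell number and nonspecific effects. Compounds tested up to 46 uM, 4 hrs.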
# B2AR arrestin: qHTS assay of beta-arrestin-biased ligands of beta2-adrenergic receptor; Beta-2 adrenergic receptor (Homo sapiens), P07550; beta-arrestin recruitment to beta2AR, cell-based reporter; Potency, µM (series often up to 46.1 µM), for the others: top-dose activation, actives largely listed as activators; 330,000 compounds, 0.02% hits; AID 492947, 2010;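 note: potency is the fitted concentration of half-maximal effect; 0% = DMSO controls and full agonism = EC100 isoproterenol or metaproterenol; nearly all actives have a fitted effect of over 65% in size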
# Eya2 phos inh: qHTS Assay for Inhibitors of the Phosphatase Activity of Eya2 | Protein phosphatase EYA2 (Homo sapiens), O00167 | recombinant Eya2, OMFP fluorescence dephosphorylation (OMFP is methylfluorescein phosphate) | Potency, µM (top dose mostly 76.9 µM), without a hit: at the highest dose activity, negative = inhibition, most hits filed as inhibitors | 330,000 compounds, 0.006% hits; note: potency is the fitted concentration of half-maximal effect
#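 Eya2 protein (added as 0.2 uM solution) was preincubated with compound for 10 min at ambient temperature in 50 mM HEPES pH 7.5, 50 mM NaCl, 5 uM MgCl2, 0.05% BSA, 1 mM DTT. OMFP (added at 50 uM) then reacted 10 min; fluorescence read at 485/525 nm.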
# uPA generation: qHTS for Inhibitors of Cell Surface uPA Generation; 330,000 compounds, 0.31% hits; cell surface uPA generation assay, qHTS; AID 540303, 2011; Potency, µM (doses to about 38.3 µM), without a hit: at the top dose activity change, negative = inhibition, actives largely listed as inhibitors; active = well fitted inhibition curve with a large enough effect; inconclusive = small, poorly fitted or top-dose-only effect; inactive = no such curve, though single readings can be large or run the other way; tested in mouse RAW 264.7 cells; note: potency is the fitted concentration of half-maximal effect; nearly all actives have a fitted effect of over 55% in size
# PKM2 act: qHTS Assay for Activators of Human Muscle isoform 2 Pyruvate Kinase | Potency, µM (titrated, usually from 57.5 µM), for inactives: top-dose activation, most hits filed as activators | purified PKM2, Kinase-Glo ATP luminescence, activation; response scale: 0% is enzyme alone, no compound | 260,000 compounds, 0.34% hits | Pyruvate kinase PKM (Homo sapiens), P14618; note: potency is the fitted concentration of half-maximal effect; nearly all actives have a fitted effect of over 55% in size
#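 hPK-M2, >95% pure; 0.1 mM ADP / 0.5 mM PEP final; imidazole pH7.2 buffer w/ 7 mM MgCl2, 50 mM KCl; 1 h RT; Kinase-Glo lum. Intermediate enzyme activity for dual inhibitor/activator qHTS.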
# KCNH2 3.1 block: qHTS for Inhibitors of KCHN2 3.1: Mutant qHTS; 340,000 compounds, 0.95% hits; U2OS KCNH2 3.1, thallium flux FluxOr; stronger effect = lower value; AID 720553, 2013; Potassium voltage-gated channel subfamily H member 2, brain isoform KCNH2 3.1 (human); activity change, % (tested at about 1.8 µM);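 active = maximum activity change below -70%; inconclusive = maximum activity change from -70% to -50%; inactive = maximum activity change above -50%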;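 note: thallium influx rate constant from kinetic fluorescence after stimulation buffer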
#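 Thallium flux read-out: FluxOr dye with Red40 quencher in HBSS/HEPES, 45 min at RT. Rate constants from kinetic reads were normalized to positive and negative DMSO controls. Cells: U2OS virally expressing the 3.1 isoform.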
# Coupling enz: qHTS Assay for Inhibitors of Fructose-1,6-bisphosphate Aldolase from Giardia Lamblia: Coupling assay counterscreen; coupling enzyme system counterscreen, AmpLite Red fluorescence; activity change, negative = inhibition, % at 58.2 µM, hits read low; 290,000 compounds, 0.67% hits; in the data active = activity change below about -30%
#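 First, compound is pin-transferred into glyceraldehyde-3-phosphate coupling-enzyme reagent at 57.5 uM final and held 10 min at RT. Next, substrate, coupling system and AmpLite Red are added. After 20 min RT, fluorescence (525/598 nm) is read.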
# hERG WT inh: qHTS for Inhibitors of KCHN2 3.1: Wildtype qHTS | U2OS, BacMam KCNH2, thallium flux FluxOr; stronger effect = lower value | activity change, % at 1.84 µM | 340,000 compounds, 0.37% hits | AID 720551, 2013;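 active = maximum activity change below -70%; inconclusive = maximum activity change between -70% and -50%; inactive = maximum activity change above -50%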
#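 U2OS cells were transduced with wild-type KCNH2 virus (2.03 x 10^8 / mL) for 4 h at room temperature, then cultured overnight at 37 C. Thallium flux was read with FluxOr dye. Rate constants were normalized to DMSO controls.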
# USP2a block: qHTS Assay for Inhibitors of Ubiquitin-specific Protease USP2a Using CHOP2 as the Reporter; Ubiquitin carboxyl-terminal hydrolase 2 (Homo sapiens), O75604; USP2 core, Ub-CHOP2 coupled fluorogenic reporter, 485/531; Potency, µM (series often up to 38.3 µM), for inactives: at the top dose activity change, negative = inhibition, hits mostly inhibitors; 330,000 compounds, 0.01% hits;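 note: potency is the fitted concentration of half-maximal effect; plate controls were DMSO wells for no effect and full inhibition by NEM control for full effect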
# Target sequence (O75604 whole entry, looked up): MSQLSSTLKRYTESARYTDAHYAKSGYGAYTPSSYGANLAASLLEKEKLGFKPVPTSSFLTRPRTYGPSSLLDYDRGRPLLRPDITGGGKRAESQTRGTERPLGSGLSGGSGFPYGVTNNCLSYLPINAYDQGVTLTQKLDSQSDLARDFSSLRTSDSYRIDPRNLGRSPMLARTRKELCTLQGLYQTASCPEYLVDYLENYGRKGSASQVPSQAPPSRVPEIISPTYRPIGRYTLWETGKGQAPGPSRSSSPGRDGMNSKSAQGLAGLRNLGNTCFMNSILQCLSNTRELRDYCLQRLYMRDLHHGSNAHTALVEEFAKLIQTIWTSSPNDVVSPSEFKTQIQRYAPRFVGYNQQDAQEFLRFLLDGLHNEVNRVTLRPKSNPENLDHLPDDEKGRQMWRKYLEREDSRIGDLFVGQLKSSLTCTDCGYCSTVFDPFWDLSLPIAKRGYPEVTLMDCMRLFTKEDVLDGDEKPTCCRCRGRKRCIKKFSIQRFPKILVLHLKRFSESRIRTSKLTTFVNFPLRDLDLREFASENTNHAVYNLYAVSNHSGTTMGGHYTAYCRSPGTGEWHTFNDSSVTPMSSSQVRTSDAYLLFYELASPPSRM
#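 Cell-free coupled assay: 10nM USP2 core preincubated 30min RT with compound in Tris-HCl pH 8.0/CaCl2/CHAPS buffer, then 25nM Ub-CHOP2 and 25nM reporter substrate; fluorescence (Ex 485/Em 531) read after 60min RT, normalized to NEM inhibition, concentration-response curves fitted.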
# GALK inhibitor: qHTS Assay for Inhibitors of Human Galactokinase (GALK); 270,000 compounds, 0.007% hits; AID 1868, 2009; Purified GALK, Kinase-Glo residual ATP luminescence; Potency, µM (titrated, usually from 57.5 µM), for inactives: at the highest dose activity change, negative = inhibition, usual class: inhibitors; note: potency is the fitted concentration of half-maximal effect
# Target sequence (P51570 whole entry, looked up): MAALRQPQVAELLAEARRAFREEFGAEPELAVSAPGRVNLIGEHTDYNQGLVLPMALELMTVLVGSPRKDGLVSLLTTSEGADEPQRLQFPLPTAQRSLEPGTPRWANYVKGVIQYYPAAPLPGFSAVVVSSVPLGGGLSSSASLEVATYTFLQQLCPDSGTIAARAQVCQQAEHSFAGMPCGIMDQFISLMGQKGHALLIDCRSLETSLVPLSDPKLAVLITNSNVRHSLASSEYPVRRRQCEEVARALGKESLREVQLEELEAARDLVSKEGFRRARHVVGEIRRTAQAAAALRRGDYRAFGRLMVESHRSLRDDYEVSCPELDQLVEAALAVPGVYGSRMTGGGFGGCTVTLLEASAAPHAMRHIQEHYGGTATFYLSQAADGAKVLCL
#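 GALK at 5 nM final was combined with compound, 35 uM ATP and 100 uM galactose in HEPES pH8.0 with MgCl2 and DTT. The reaction ran one hour at room temperature before luminescent ATP detection.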
# Numbers without * were called inactive; ? = inconclusive; / = no result given; [ ] = remark or other dose. Unless noted, calls come from the whole dose curve; as a rule, active = well fitted curve in the direction sought with a large enough effect; inconclusive = small, poorly fitted or top-dose-only effect, or another doubt; inactive = no such curve, though single readings can be large; an effect the other way counts as inactive or inconclusive. Unless noted, % is set by controls: 0 for no effect and ±100 for the full control effect.
SMILES,Giardia killer,Chronic BCR inh,B2AR arrestin,Eya2 phos inh,uPA generation,PKM2 act,KCNH2 3.1 block,Coupling enz,hERG WT inh,USP2a block,GALK inhibitor
CCc1cc2c(SCC(=O)N(C)C3CCS(=O)(=O)C3)ncnc2s1 (configuration not stated),-7,?,0.2%,-1%,1%,4%,9,3,4,0%,1%
COc1ccc([C@H]2[C@H](C(=O)C(C)(C)C)N3N=Cc4ccccc4C3[C@]23N=C(c2ccccc2)OC3=O)cc1OC (some centres not stated),11,9%,0.1%,8%,6%,3%,5,-2,4,1%,0%
CC(=O)Nc1ccc(NC(=O)CNS(=O)(=O)c2ccc(C)cc2)cc1,-15,-1%,-0.2%,0%,-2%,1%,-2,3,-12,0%,0%
CCN(CC)c1ccc(NC(=O)COc2ccccc2C#N)cc1S(=O)(=O)Nc1ccccc1OC,2,-4%,-0.9%,-9%,0%,10%,37,2,9,-1%,2%
O=C(NC(=S)Nc1ncccn1)c1ccccc1Cl,-16,-14%,-1.6%,8%,-1%,0%,14,-10,9,-1%,3%
CN(C)C(=O)c1cc(C(=O)c2ccc(F)cc2C(F)(F)F)c[nH]1,-2,-7%,-0.9%,-10%,-4%,/,0,-9,-2,-8%,-1%
CCOc1ccc2nc(NC(=O)CSc3nnnn3C3CCCCC3)sc2c1,-1,3%,-0.1%,-27%,-20%,-5%,0,2,14,-1%,1%
CCn1c(COc2ccc3c(c2)OCO3)nnc1SCC(=O)O,14,-2%,0.1%,4%,1%,13%,-3,14,11,2%,0%
CN(C)CCCN(C(=O)c1cc2cc([N+](=O)[O-])ccc2s1)c1nc2cc3c(cc2s1)OCCO3,?,-6%,-0.7%,-30%,-11%,/,-21,/,-4,-1%,/
Cn1c(SCC(=O)NCC2CCCO2)ncc(C(=O)Nc2ccc(Cl)cc2)c1=O (configuration not stated),-27,5%,-0.2%,-26%,-3%,/,-20,/,-7,0%,/
COc1cccc(-c2csc(N3CCN(C(=O)Nc4ccc(Cl)cc4)CC3)n2)c1,15,?,0.2%,-4%,-23%,9%,-6,0,-4,-6%,0%
Cc1cccc(NS(=O)(=O)c2ccc3oc(=O)ccc3c2)c1C,3,-1%,0.0%,6%,2%,?,13,0,-11,2%,4%
Cc1cc(C)c(S(=O)(=O)N2CCC(C(N)=O)CC2)cc1C,-2,-24%,-1.1%,-9%,5%,3%,22,-4,11,4%,-1%
Cc1ccccc1-n1nc(C)c2c(C(=O)NN)cc(-c3ccncc3)nc21,10,?,0.0%,-9%,-1%,6%,-6,1,3,2%,-1%
CCOC(=O)N1CCN(Cc2ccccc2F)CC1,1,9%,-0.6%,1%,/,-1%,-11,2,-2,0%,0%
CCOC(=O)C1(CC2CCCCO2)CCN(C(=O)Nc2ccc(C(=O)OC)cc2)CC1 (configuration not stated),-28,-1%,0.5%,-10%,-2%,-3%,15,2,9,-1%,11%
Nn1c(Cc2cccc3ccccc23)nnc1SCc1c(Cl)cccc1Cl,-9,-1%,0.7%,0%,4%,3%,2,3,-3,-1%,0%
O=C1c2ccc(Oc3cccc([N+](=O)[O-])c3)cc2C(=O)N1c1ccccn1,2,6%,-0.3%,3%,8%,5%,-8,10,/,-1%,-1%
CC(C)(C)NC(=O)Cn1c(SCC(=O)NCc2cccs2)nc2ccccc21,3,-1%,-1.6%,-2%,/,8%,-1,5,7,-1%,0%
COc1ccccc1NC(=O)CNC(=O)Cn1cnc2sc(C)c(C)c2c1=O,5,-22%,-1.0%,-12%,7%,/,-6,/,3,0%,0%
Cc1cc(Cl)cc(C)c1OCCNCc1ccccc1,-12,-4%,0.2%,-17%,2%,1%,-9,0,5,3%,-3%
COc1cc(NC(=O)CN2c3cccc4cccc(c34)S2(=O)=O)cc(OC)c1OC,-12,-16%,0.0%,14%,-5%,-15%,6,1,1,0%,1%
O=C(/C=C1\NC2(CCCC2)Cc2ccccc21)C(=O)N/N=C/c1ccc(O)c(O)c1,2,?,0.3%,-13%,-6%,-1%,-5,1,-18,?,0%
CCS(=O)(=O)Nc1cccc(C2=NN(C(C)=O)C(c3cccs3)C2)c1 (configuration not stated),15,-12%,0.2%,0%,4%,14µM*,-1,-2,-17,1%,1%
COc1cc(S(=O)(=O)N2CCCCC2)ccc1NC(=O)c1ccncc1,-21,0%,-0.3%,-8%,0%,/,3,4,0,2%,4%

# 2 records picked at random from the list so far:
SMILES,Giardia killer,Chronic BCR inh,B2AR arrestin,Eya2 phos inh,uPA generation,PKM2 act,KCNH2 3.1 block,Coupling enz,hERG WT inh,USP2a block,GALK inhibitor
O=C(/C=C1\NC2(CCCC2)Cc2ccccc21)C(=O)N/N=C/c1ccc(O)c(O)c1,2,?,0.3%,-13%,-6%,-1%,-5,1,-18,?,0%
COc1cc(NC(=O)CN2c3cccc4cccc(c34)S2(=O)=O)cc(OC)c1OC,-12,-16%,0.0%,14%,-5%,-15%,6,1,1,0%,1%

# Going on with the list:
SMILES,Giardia killer,Chronic BCR inh,B2AR arrestin,Eya2 phos inh,uPA generation,PKM2 act,KCNH2 3.1 block,Coupling enz,hERG WT inh,USP2a block,GALK inhibitor
COc1cc(C(=O)OCCN2CCCCC2)ccc1O,19,4%,-3.0%,4%,0%,-2%,16,5,38,2%,1%
COc1ccc(C(C(=O)NC(C)(C)C)N(C(=O)Cn2nnc3ccccc32)c2cccc(C(C)=O)c2)cc1O (configuration not stated),-17,-4%,0.3%,-5%,2%,-1%,-13,0,21,1%,1%
CCOC(=O)c1cc(C#N)c(C)nc1N(CC)CC,23,-7%,0.2%,-4%,-3%,2%,14,1,7,2%,7%
CCn1cc(CN2CCC(n3nccc3NC(=O)Cc3ccccc3)CC2)c(C)n1,-1,-2%,-0.5%,6%,-7%,0%,-2,/,14,1%,-11%
O=C(Nc1ccc(Br)cc1)C1CCN(C(=O)c2ccco2)CC1,4,8%,0.0%,-1%,-9%,-2%,-2,-12,-8,2%,6%
Cc1ccccc1NC(=S)NC(=O)C1CCCCC1,-8,?,-0.3%,1%,-2%,-11%,-9,/,-2,2%,-3%
CC(C)=C1C2CCC1C1C(=O)N(CCc3ccccc3)C(=O)C21 (configuration not stated),-23,-1%,0.6%,0%,6%,-7%,0,1,-2,2%,/
COc1ccccc1CCNC(=O)Cn1ccc2cc(S(=O)(=O)N3CCC(C)CC3)ccc21,21,?,1.5%,-6%,-4%,-1%[0.46 µM],-2,3,-1,-7%,6%
O=C(C1CCN(S(=O)(=O)N2CCCC2)CC1)N1CCCCC1,2,3%,0.2%,1%,-7%,3%,4,0,-2,2%,-2%
O=C(c1cccc(N2C(=O)c3ccccc3C2=O)c1)N1CCCC(C(F)(F)F)C1 (configuration not stated),-7,6%,-0.2%,21%,3%,/,-3,/,-21,0%,/
CCOC(=O)C1=C(COC(=O)/C=C/c2ccccc2Cl)NC(=O)NC1C (configuration not stated),-4,-3%,-0.6%,-8%,-1%,-10%,7,/,-12,1%,2%

# Among those listed so far, 3 have fluorine:
SMILES,Giardia killer,Chronic BCR inh,B2AR arrestin,Eya2 phos inh,uPA generation,PKM2 act,KCNH2 3.1 block,Coupling enz,hERG WT inh,USP2a block,GALK inhibitor
CN(C)C(=O)c1cc(C(=O)c2ccc(F)cc2C(F)(F)F)c[nH]1,-2,-7%,-0.9%,-10%,-4%,/,0,-9,-2,-8%,-1%
CCOC(=O)N1CCN(Cc2ccccc2F)CC1,1,9%,-0.6%,1%,/,-1%,-11,2,-2,0%,0%
O=C(c1cccc(N2C(=O)c3ccccc3C2=O)c1)N1CCCC(C(F)(F)F)C1 (configuration not stated),-7,6%,-0.2%,21%,3%,/,-3,/,-21,0%,/
